SENP1 FRET inh – blocks the human SENP1 SUMO protease catalytic domain | 360,000 tested, 0.21% active | inhibition, % at 10 µM | AID 624204 | recombinant SENP1 catalytic domain, CyPet-SUMO1-YPet FRET cleavage;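 active = inhibition at least 30% at 10 µM, raw YFP signal under a set limit, fluorescence ratio 0.5 to 1.5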;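 note: 0% = enzyme with DMSO and 100% = no enzyme wells; some results filed as inactive read as strong as hits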
Target sequence (Q9P0U3 419-644 limits assumed): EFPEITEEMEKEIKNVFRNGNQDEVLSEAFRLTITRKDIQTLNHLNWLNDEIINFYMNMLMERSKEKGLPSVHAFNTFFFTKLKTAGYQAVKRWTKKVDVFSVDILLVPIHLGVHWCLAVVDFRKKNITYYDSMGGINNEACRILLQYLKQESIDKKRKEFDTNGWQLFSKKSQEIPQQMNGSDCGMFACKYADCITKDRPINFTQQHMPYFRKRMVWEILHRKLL
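Material – human SENP1 catalytic domain · Input – SENP1 enzyme, 20 pM final · Compound dosing – single concentration of 10 µM compound, 0.5% DMSO final · Timing – enzyme reaction for 50 min at room temperature, dark · Measured by – FRET fluorescence in CFP and YFP emission channels · Control set – no-enzyme wells low, DMSO-plus-enzyme wells high control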
UBC13 polyUb – human UBC13 polyubiquitination inhibition; P61088; UBC13 polyubiquitin chain formation, TR-FRET; inhibition, % at 20 µM; 330,000 tested, 0.47% active; in the data active = inhibition above about 45%, passing the limit was not always enough
Target sequence (P61088 whole entry, looked up): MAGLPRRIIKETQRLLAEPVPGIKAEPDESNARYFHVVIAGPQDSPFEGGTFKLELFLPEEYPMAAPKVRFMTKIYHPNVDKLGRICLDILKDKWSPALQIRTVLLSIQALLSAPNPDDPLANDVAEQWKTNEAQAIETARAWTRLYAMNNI
SENP6 block – inhibitors of human SENP6 protease; 330,000 tested, 1.8% active; inhibition, % at 10 µM; Recombinant SENP6 catalytic domain, aminoluciferin luminescence;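 active = inhibition above about 50% at the single tested dose, limit read from the data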;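 note: plate controls were DMSO wells with enzyme for no effect and DMSO wells lacking enzyme for full effect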
SENP8 block-1 – blocks human SENP8 cleavage of Nedd8 substrate. 360,000 tested, 0.64% active. Q96LD8. AID 602440. inhibition, % at 20 µM. recombinant SENP8, Nedd8 substrate fluorescence; in the data active = inhibition mostly above about 40%, no sharp cut-off; inactive = mostly below about 27%
SENP7 inh – blocks the human protease SENP7; Q9BQF6; recombinant SENP7, Z-RLRGG-aminoluciferin luminescence, 40 min; inhibition, % at 5 µM; 330,000 tested, 1.5% active; AID 434973;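 active = inhibition above about 50% at the single test dose, limit read from the data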;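 note: plate controls were DMSO with enzyme for no effect and no enzyme buffer wells for full effect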
Apaf-1 inh – inhibitors of human Apaf-1 apoptosome. O14727. reconstituted apoptosome caspase-3 activity, DEVD-Rh110 fluorescence. 330,000 tested, 0.71% active. inhibition, % at 20 µM; active = inhibition of at least 40% at 20 µM;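 note: plate controls were DMSO wells for no effect and DEVD-CHO caspase inhibitor wells for full effect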
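Material: reconstituted apoptosome with Apaf-1, cytochrome c, caspase-9, procaspase-3, dATP. Technique: Rh110 fluorescence intensity. Buffer or medium: pH 7.5 Hepes buffer with CHAPS, BSA, DTT. Times: 30 min plus 50 min, RT.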
SENP8 block-2 – SENP8 protease inhibition; purified SENP8, Z-RLRGG-aminoluciferin cleavage, luminescence; inhibition, % at 10 µM; Q96LD8; AID 2540; 330,000 tested, 1.2% active; in the data active = inhibition above about 50%
A3G deaminase – blocks human APOBEC3G single-stranded DNA deamination; Q9HC16; recombinant A3G, ssDNA deamination FAM/TAMRA fluorescence; inhibition, % at 20 µM; 330,000 tested, 0.28% active;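 active = inhibition of at least 40% at 20 µM, with no more than 30% in the related APOBEC3A deaminase screen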;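 note: plate controls were DMSO wells with A3G for no effect and wells lacking A3G enzyme for full effect; some compounds called inactive have numbers as strong as hits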
Target sequence (Q9HC16 whole entry, looked up): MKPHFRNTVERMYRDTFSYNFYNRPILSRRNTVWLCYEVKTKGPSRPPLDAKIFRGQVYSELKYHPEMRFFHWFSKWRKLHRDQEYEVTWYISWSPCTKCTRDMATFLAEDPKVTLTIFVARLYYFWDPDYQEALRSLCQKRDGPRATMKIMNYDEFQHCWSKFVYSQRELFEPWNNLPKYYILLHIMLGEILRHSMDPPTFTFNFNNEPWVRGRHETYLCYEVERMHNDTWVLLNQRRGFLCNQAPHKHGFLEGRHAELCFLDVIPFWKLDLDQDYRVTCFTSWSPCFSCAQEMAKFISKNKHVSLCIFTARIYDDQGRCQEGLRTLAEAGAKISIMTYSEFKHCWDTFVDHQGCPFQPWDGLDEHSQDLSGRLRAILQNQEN
Numbers without * were called inactive; x = no result given. Rows are unselected; overall some 3.6% were active at least once.

Order of results – SENP6 block, UBC13 polyUb, A3G deaminase, SENP1 FRET inh, SENP7 inh, SENP8 block-2, SENP8 block-1, Apaf-1 inh
CN(C)CCCOC(=O)COc1ccc(Br)cc1
 : -7, -1, -10, 0, -8, -4, 26, 2
CCCCCC(=O)NNC(=O)c1ccc(F)cc1
 : -9, 7, -2, 3, 3, -3, 29, 5
CCOc1ccc(S(=O)(=O)N2CCN(C(=O)Cc3ccc(S(=O)(=O)N4CCOCC4)s3)CC2)cc1
 : -16, -5, -10, 0, -13, -10, -7, 21
Cc1ccc(NC(=O)c2cnn(C)c2)cc1[N+](=O)[O-]
 : -22, -1, 4, 0, 8, -7, 13, 7
Cn1c(=O)c2c(nc(CN3CCOCC3)n2CC(O)CO)n(C)c1=O (stereo unspecified)
 : -6, 3, -3, 2, 16, -2, 3, -8
CC1(C)NC(=O)N(CC(O)COc2cccc(F)c2)C1=O (stereo unspecified)
 : -10, -8, -12, 2, -9, -5, 1, 8
C/C(=N/OCO/N=C(\C)c1ccc(F)cc1F)c1ccc(F)cc1F
 : -4, -14, -7, 1, -4, -10, 18, 3
COC(=O)c1ccc(COc2ccc(C3C4=C(CCCC4=O)Nc4onc(C)c43)cc2)cc1 (stereo unspecified)
 : -25, 8, 1, -5, 3, -2, -426, 19
COc1cc(C=C2C(=O)OC(C)(C)OC2=O)ccc1OCC(=O)Nc1ccccc1
 : -10, -22, 2, 1, -5, -8, 10, 5
Cn1ncc2c(Nc3cccc([N+](=O)[O-])c3)ncnc21
 : -12, -6, -3, 0, -14, -14, 28, 1
Cc1cccc(C(=O)Nc2ccccc2C(=O)Nc2ccc(C(=O)O)cc2)c1
 : 0, -2, -3, -1, 12, 5, 4, -1
CN(C)c1nc(N)nc(CSc2nnnn2-c2cccc3ccccc23)n1
 : -6, -2, -8, 4, -11, -9, 12, 12
COc1ccc(C(=O)NCCNC(=O)c2cnccn2)cc1
 : -13, 0, -9, -2, -7, -1, 12, 2
CCSc1ccc([C@@H]2[C@@H]3C(=O)N(CC)C(=O)[C@@H]3[C@]3(C(=O)OC)CCCN23)cc1
 : -3, -5, 1, -1, -2, -1, -31, 2
CC(C)c1nc(NCCO)c(C#N)c2c1CCCC2
 : 0, 7, -5, 0, -3, 3, -427, -10
COC(=O)c1cc(NC(=O)CC2SCCNC2=O)cc(C(=O)OC)c1 (stereo unspecified)
 : -6, -2, -4, 1, 2, 7, 20, 5
Cc1nc(=O)c(-c2ccccc2)c(C)n1-c1ccc(O)c(C(=O)O)c1
 : -44, 9, -8, -1, 7, 2, 7, 4
CC(C)=CCN1CCN(CCCn2cccn2)CC1CCO (stereo unspecified)
 : 5, 10, -5, 0, 8, 0, 18, -7
COc1ccc(-c2[nH]ncc2CN2C[C@@H]3CCC[C@H]2C3)c(F)c1
 : 10, 9, -4, -3, 7, 6, 16, 5
CCCc1nc2ccccc2c(=O)n1-c1c(C)n(C)n(-c2ccccc2)c1=O
 : -11, 5, -2, 1, 1, 3, 24, -12
CCOc1ccccc1NC(=O)C(OC(=O)c1cc(C)oc1C)c1ccccc1 (stereo unspecified)
 : 7, 29, -2, -3, 7, -1, -3, 3
Cc1nn2c(C(F)(F)F)cc(-c3ccc(Cl)cc3)nc2c1C(=O)N1CCOCC1
 : -13, -11, -5, -16, -14, -3, -74, 16
CC(/C=N/NC(=O)c1n[nH]c2c1CCC2)=C\c1ccccc1
 : -10, -8, -3, -1, -1, -15, 7, 11
COc1ccc(NC(=O)/C(=C\c2ccc(F)cc2)NC(=O)c2ccco2)cc1
 : -4, 4, -11, 3, 3, 7, 5, 3
O=C1C=C(c2ccc(-c3ccccc3)c(F)c2)C[C@@H](c2ccc(F)cc2)C1
 : -16, -18, -9, 0, -13, -9, 3, 14
CCCCn1nc2cc(C(=O)NCC34CC5CC(CC(C5)C3)C4)ccc2c1OCC
 : 1, 12, -5, 3, -4, -2, -478, 13
COc1ccc(S(=O)(=O)N2CCCN(CCC(=O)Nc3cccc(C(F)(F)F)c3)CC2)cc1
 : -6, 14, 1, -13, 4, -2, 17, 18
COc1ccccc1NS(=O)(=O)c1ccc(NC(=O)c2ccccn2)cc1
 : -15, -4, -7, 0, 0, -1, 7, 22
COc1cccc(N2CCN(C(=O)c3cc4c(OC)c(OC)c(OC)cc4[nH]3)CC2)c1
 : -13, 6, -9, 0, -2, -15, -52, 14
CSc1cccc(NC(=O)CSc2nnc(C)s2)c1
 : 4, -2, -5, 2, -4, -12, 8, -3
CNC(=S)NC1CC2CCC(C1)N2Cc1ccccc1 (stereo unspecified)
 : -17, -3, 1, 1, 7, 7, 16, -5
Cc1cc2ncn(CC(O)COC3CCCCC3)c2cc1C (stereo unspecified)
 : -12, -4, -5, 1, -9, -4, 14, 12
COc1ccc([C@H]2CC(=O)C=C(c3cccc(CO)c3)C2)cc1
 : 14, 13, -6, 2, -1, -2, 12, 6
CCOc1ccccc1NC(=O)CN(c1ccc(OC)cc1)S(=O)(=O)c1c(C)[nH]c(=O)[nH]c1=O
 : -9, -13, -2, 4, 14, -6, 13, 0
Cc1ccc(N(CC(O)Cn2c3ccccc3c3ccccc32)S(C)(=O)=O)cc1 (stereo unspecified)
 : -33, 6, -3, -1, -11, -3, 3, 27
O=C(O)c1ccc(NCCC2=CCCCC2)c([N+](=O)[O-])c1
 : 86*, -13, 1, 4, 11, 82*, 17, 10
c1ccc2c(c1)OCCc1c-2[nH]c2ccccc12
 : 1, 6, -7, 0, 0, 3, -261, 14
COc1ccc(C(CC(=O)N2CCCCC2)c2c(OC)cc(OC)c3ccc(=O)oc23)cc1 (stereo unspecified)
 : -14, -3, -5, -16, 9, -13, -499, 20
Cc1ccc2c(c1)N/C(=C(\C=C(/Cl)[N+](=O)[O-])[N+](=O)[O-])N2
 : -11, -17, -5, x, 5, 0, x, 17
CCCCN(C)C(=O)c1ccc2c(c1)N(CC)C(=O)c1ccccc1S2=O (stereo unspecified)
 : -14, -2, -5, 2, -7, -4, 12, 2
CC(C)(C)c1ccc(OCCC(=O)Nc2ccc(N3CCOCC3)cc2N2CCOCC2)cc1
 : -9, 2, -7, 3, 4, 1, 9, 37
O=C1c2ccccc2C(=O)N1CCCc1cn(C[C@H]2CC[C@@H]([C@@H]3CC[C@H](Cn4cc(CCCN5C(=O)c6ccccc6C5=O)nn4)O3)O2)nn1
 : 1, -3, -2, -1, -4, 7, 9, -2
O=C(CN1CCN(c2ccc(O)cc2)CC1)Nc1ccc(SC(F)F)cc1
 : 5, -1, 43*, 3, 4, -5, 21, -2
COc1ccc2c(c1)C(=O)C(=O)N2CC1COc2ccccc2O1 (stereo unspecified)
 : -1, -20, -9, 0, -8, -1, 16, 17
CCn1nc(C)c(NS(=O)(=O)c2ccccc2)c1C
 : -2, 0, -4, 1, 9, 2, 10, -17
CNC(=S)N(CCc1ccc(OC)c(OC)c1)Cc1cc2c(C)cc(C)cc2[nH]c1=O
 : -9, 14, -12, -1, -7, -5, 2, -1
Cc1cc(NC(=O)c2ccco2)c(=O)n(Cc2cccc(C(F)(F)F)c2)c1
 : -30, 5, -6, 1, -5, -2, -41, 7
Cc1ccc(SCCC(=O)NCCSCc2ccco2)cc1
 : -10, 3, -2, -2, -2, 4, 8, 0
Cc1c(C)n2c(SCC(=O)N3CCN(c4ccccc4)CC3)nnc2[nH]c1=O
 : -9, -1, -6, 2, -4, 1, -1, -5
CCc1ccc(CNC(=O)C2CCN(c3nnc(C)c4c(C)n(-c5ccc(C)cc5)nc34)CC2)cc1
 : 9, 24, 2, 2, -7, -8, -368, 42*
Cc1ccc(C(=O)Nc2nnc(-c3ccncc3)o2)cc1
 : 0, -16, -13, -1, 2, 0, -99, -21
CC(C)CN(C(=O)c1cccs1)C1CCS(=O)(=O)C1 (stereo unspecified)
 : -3, 3, -7, -2, 1, -6, 0, -7
O=C(NCc1ccco1)c1ccccc1Nc1ccc(F)cc1
 : 0, 10, -5, -3, 1, 4, -20, 8
CC[N+](C)(CC)CC(=O)OCC1C(C)C=C(C)CC1C (stereo unspecified)
 : -6, 1, 22, -1, -4, 4, 9, -11
COc1ccc(OC)c(NC(=O)CCNS(=O)(=O)c2cccc3nonc23)c1
 : -1, 7, -8, -3, 4, -2, -1, 1
Cc1nc2ccc(Br)cc2c(=O)n1Cc1cccs1
 : -9, 5, 5, 1, 3, 1, 21, -8
O=[N+]([O-])c1cccc(/C([O-])=C(/C(=S)Nc2ccccc2)[n+]2ccccc2)c1
 : 0, 1, -2, -28, 5, 5, -4, 10
CCOC(=O)C1CCN(C(=O)CN(c2ccc(OC)cc2)S(=O)(=O)c2c(C)nn(C)c2C)CC1
 : -4, -9, -4, -4, -1, 2, 16, 0
CCCC(C)C(=O)NCc1ccc2c(c1)OCO2 (stereo unspecified)
 : -6, 0, -9, 1, -7, -9, 22, 6
COc1ccc(NC(=O)c2cccnc2NCCc2ccccc2)cc1
 : -4, 2, 4, 0, 4, -8, -14, 12

High-throughput results: PubChem, Sanford-Burnham Center for Chemical Genomics
